Screens: PubChem, several laboratories
CSM14.1 death rescue: rescue of cells from ER stress-induced death, primary screen, 384-well, CSM14.1, thapsigargin, ATP luminescence (AID 1222) | CSM14.1 thapsigargin-induced death rescue, ATP luminescence; higher % means a stronger effect | cellular ATP content (survival), % at 20 µM; hits with a dose series show EC50 in µM | 190,000 tested, under 10 active;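 active = EC50 below 50 µM in the dose-response confirmation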;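 also: death triggered by thapsigargin at about 15 µM added after 2 h compound pretreatment; cell ATP read after overnight thapsigargin exposure of roughly 18 to 22 hours; normalized against plate controls of thapsigargin alone and 5% DMSO vehicle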
Dynein cargo inh: inhibitors of GR-EGFP nuclear translocation, primary screen, dynein cargo transport inhibitor project, imaging, high-content, 3617.4 mouse cells | z-score, hits read low | test concentration mostly 20 µM; stimulated with dexamethasone, 1 µM; active compounds read low | 0.47% of 220,000 active | AID 1381, 2008;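 active = plate z-score of nuclear minus cytoplasmic receptor signal below a set negative limit, without overly bright fluorescence or cell loss, cut at about -3.5 in these data, passing the limit was not always enough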;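 also: z-score of nuclear minus cytoplasmic ring GR-EGFP intensity difference per well; some compounds called inactive have numbers as strong as hits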
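Buffer or medium: tetracycline-free induction medium containing charcoal-stripped FBS / Reagent: dexamethasone agonist, 1.0 µM final, for 30 min / Technique: automated 10x imaging of fixed Hoechst-stained cells / Times: induction 48 h, compound 1 h, agonist 30 min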
T cell modulator: modulators of CD8 T cell-vesicle binding, primary screen, mouse 2C CD8+ T cells, flow cytometry; 2C CD8+ T cell-vesicle binding; active compounds read low; calls only at 7 µM; 0.068% of 330,000 active; AID 2052, 2009;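 active = response, share of CD8 T cells binding vesicles, and their 90th percentile fluorescence all below set limits, cut at about 80% in these data, passing the limit was not always enough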
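System: murine 2C transgenic CD8+ T lymphocytes; also added: QL9-loaded Drosophila micro-vesicles; times: binding 1.5 h at 37 °C; measured by: flow cytometry, PE anti-B7-1 (FL2) versus Alexa647 anti-CD8 (FL8), PFA-fixed; control set: Peptide-free naked vesicles (low) and QL9 vesicles with 0.7% DMSO vehicle (high)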
MT stabilize HCS: microtubule stabilizers in HeLa cells, primary screen, imaging, high-content imaging. HeLa tubulin immunostaining HCS, 24 h; share of cells brighter than vehicle mean+2SD. % tubulin-high responders, % at 10 µM. 0.83% of 200,000 active;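 active = plate Z-score above 3 for both tubulin-high and condensed-nucleus cell shares, with cell loss under 80%, at 10 µM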;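 also: anti alpha tubulin signal scored within the nucleus-defined area of each cell; some results filed as inactive read as strong as hits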
Insulin prom up: insulin promoter activators in MIN6 cells, imaging, high-content screening, mouse beta cells | 0.3% of 190,000 active | MIN6 insulin promoter-GFP reporter; active compounds read high | AID 1625, 2009 | z-score at 5 µM;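 active = z-score above 3 at 5 µM with at least 500 cells counted in the well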
Autophagy mod: autophagy modulators in MEF cells, primary screen, imaging, high-content, MEF GFP-LC3; MEF GFP-LC3 puncta imaging; test concentration mostly 10 µM; calls only at 10 µM (by protocol); 0.98% of 190,000 active; AID 463193, 2010;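 active = percentage of spot-positive cells more than 3 SD above its plate mean, without a fluorescence outlier flag or 80% toxicity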;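 also: spot-positive cell cutoff set from DMSO-treated cells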
b-catenin transl: modulators of beta-catenin nuclear translocation, primary screen, imaging, HeLa cells, immunofluorescence, high-content; nuclear translocation activity, % at 5 µM; 0.3% of 190,000 active;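 active = nuclear translocation activity above 50% at 5 µM, with a well cell count of 50 or more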;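 also: per-cell ratio of nuclear to cytoplasmic median beta-catenin stain intensity; plate controls were DMSO negative control for no effect and GSK-3 inhibitor IX positive control for full effect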
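Technique: fluorescence imaging of beta-catenin antibody stain plus DAPI / Material: human HeLa cell line / Incubation: compound treatment 24 h, 37°C, 5% CO2 / Read-out basis: % activation of per-cell nuclear versus cytoplasmic median beta-catenin signal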
Salmonella PhoP GFP: inhibitors of PhoP regulon expression, primary screen, Salmonella Typhimurium, GFP reporter (AID 1863); 0.16% of 300,000 active; S. Typhimurium PhoP-regulated promoter GFP reporter, 4 h; higher % means a stronger effect; one-dose inhibition, % at 50 µM; IC50 in µM for titrated hits;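 active = inhibition over 29.93%, a cutoff 3 SD above the screen mean, later confirmed by dose response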;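 also: 0% = low Mg2+ inducing control and 100% = high Mg2+ repressing control; strong numbers were not always called active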
Lipid droplet: inhibitors of hepatocyte lipid droplet formation, primary screen, imaging, high-throughput imaging, BODIPY stain; AID 1656, 2009; 0.4% of 240,000 active; inhibition, % at 6.5 µM; AML12 mouse hepatocytes, oleate lipid droplets;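 active = lipid droplet intensity inhibited by at least 50%, with more than 500 cells counted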
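Assay system: AML12 mouse liver cells | Compound dosing: One dose, 6.5 µM compound | Read-out basis: Droplet intensity reduction, % inhibition | Measured by: Fluorescence imaging, 20x objective, two fields per well | Schedule: Overnight treatment with compound plus oleate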
Dynein cargo inh cytoplasmic EGFP: second read-out of Dynein cargo inh, no call of its own (marks repeat the call); z-score; measured here: cytoplasmic GR-EGFP intensity; active compounds read high
Dynein cargo inh nuclear GR-EGFP: recorded beside Dynein cargo inh, whose call it bears; z-score; measured here: nuclear GR-EGFP intensity;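 lower value marks the stronger effect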
Dynein cargo inh cell count: also measured in Dynein cargo inh; calls as there; z-score; measured here: cell count per field
Insulin prom up cell count: also measured in Insulin prom up; calls as there; cell count; measured here: cytotoxicity, nuclei count;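 total cells summed across four imaged fields per well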
Lipid droplet cells 6.5 µM: further read-out of Lipid droplet, marked with its call; cell count; measured here: cell count, cytotoxicity flag;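 cells counted across two imaged fields per well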
b-catenin transl cell count 5 µM: also measured in b-catenin transl; calls as there; cell count; measured here: cell count, cytotoxicity flag
T cell modulator vesicle-bound %: recorded beside T cell modulator, whose call it bears; double positive events, %; measured here: CD8+ vesicle-bound cell fraction;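 binding gate set so that unloaded-vesicle control wells show 10% double positive cells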
MT stabilize HCS Hoechst-high %: recorded beside MT stabilize HCS, whose call it bears; % Hoechst-high responders; measured here: nuclear condensation Hoechst responders;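 share of cells brighter than vehicle mean plus two SD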
MT stabilize HCS cytotoxicity %: further read-out of MT stabilize HCS, marked with its call; toxicity, %; measured here: cytotoxicity by cell density;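 0% = mean cell density of plate MIN control wells and 100% = no cells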
Autophagy mod cell loss 18 h: further read-out of Autophagy mod, marked with its call; toxicity, %; measured here: cell loss, nuclei count;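 cell loss after 18 h compound exposure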
Active calls of the source: *; i = inactive; nt = no result given; + = active, no number.

SMILES | CSM14.1 death rescue | Dynein cargo inh | Dynein cargo inh cytoplasmic EGFP | Dynein cargo inh nuclear GR-EGFP | Dynein cargo inh cell count | T cell modulator | T cell modulator vesicle-bound % | MT stabilize HCS | MT stabilize HCS Hoechst-high % | MT stabilize HCS cytotoxicity % | Insulin prom up | Insulin prom up cell count | Autophagy mod | Autophagy mod cell loss 18 h | b-catenin transl | b-catenin transl cell count 5 µM | Salmonella PhoP GFP | Lipid droplet | Lipid droplet cells 6.5 µM
COc1cccc(NC(=S)/C(=C(\[O-])c2ccc(OC(F)F)cc2)[n+]2ccccc2)c1 | nt | 0.959 | -0.217 | 0.707 | 0.0105 | i | 11.8 | 7.6 | 3.1 | 3.1 | 0.99 | 1229 | i | 4.2 | -1.8 | 1095 | -4.8% | 30.4 | 712
CC(OC(=O)C1=Cc2ccccc2OC1)C(=O)NC1CCCC1 (stereo unspecified) | -3.2% | -1.29 | -0.188 | -0.92 | 0.96 | i | 19.4 | 1.5 | 1.5 | 14.2 | 0.58 | 2012 | i | -3.7 | -3.2 | 1166 | -7.3% | -6.6 | 644
CCOc1ccc(S(=O)(=O)Nc2nccs2)cc1 | -0.7% | -0.316 | -0.271 | 0.144 | 0.791 | i | 44.9 | nt | nt | nt | -0.2 | 1348 | i | -4.0 | 0.8 | 1052 | -7.9% | -9.1 | 728
CCc1cc2c(=O)[nH]c(CC(N)=O)nc2s1 | -1.0% | -0.195 | -0.342 | -0.129 | -0.484 | i | 35.8 | 1.8 | 1.7 | 4.3 | -0.46 | 1454 | i | -12.1 | 0.4 | 1589 | -0.1% | -9.4 | 690
CCSc1nc(C)c(C)c(=O)[nH]1 | nt | -0.141 | -0.234 | -0.47 | 0.0482 | nt | nt | nt | nt | nt | -0.35 | 1172 | nt | nt | 1.7 | 1264 | -0.5% | 1.8 | 646
CCOC1CC(C)(C)NC(=S)N1 (stereo unspecified) | -2.5% | 0.408 | -0.282 | 0.088 | 0.15 | i | 49.0 | 3.1 | 1.9 | 3.3 | -0.11 | 1469 | i | -4.4 | nt | nt | 0.1% | 3.9 | 643
O=C(CCc1nnc(C2CCCCC2)o1)N1CCN(c2ccccc2F)CC1 | -0.2% | -0.427 | -0.314 | -0.107 | 0.781 | i | 21.4 | 2.1 | 2.3 | 4.1 | 0.92 | 1375 | i | -26.7 | -1.5 | 1195 | -7.0% | -0.1 | 680
Cc1ccccc1CS(=O)(=O)CCC(=O)NCCCN1CCN(c2ccccc2F)CC1 | 0.9% | 0.543 | -0.286 | -0.195 | 0.311 | i | 23.9 | 3.2 | 1.8 | 2.3 | -0.47 | 1612 | i | 16.0 | -0.7 | 1357 | 9.1% | nt | nt
Cc1cc(C(=O)N/N=C/C(Cl)=C/c2ccccc2)c(C)o1 | nt | 0.791 | -0.149 | 1.11 | -2.4 | i | 30.9 | nt | nt | nt | nt | nt | nt | nt | 1.5 | 1359 | -3.0% | 9.6 | 721
Clc1cccc(-c2ccc(C=Nc3ccc(N4CCOCC4)cc3)o2)c1 | -1.5% | -0.763 | -0.262 | -0.664 | 0.509 | i | 36.5 | 2.3 | 2.9 | 6.3 | -0.2 | 1481 | i | -10.9 | -0.3 | 961 | 3.0% | -1.9 | 600
COc1ccc(/C=N/NC(=O)c2ccc(O)cc2O)cc1CSc1ccccn1 | -3.0% | -0.276 | -0.277 | -0.0935 | 0.548 | i | 44.7 | 3.0 | 3.0 | 4.0 | 0.59 | 1515 | i | 6.4 | -1.4 | 1070 | 12.6% | 18.2 | 650
O=c1c(OC2OC(CO)C(O)C(O)C2OC2OC(CO)C(O)C(O)C2OC2OC(CO)C(O)C(O)C2O)c(-c2ccc(O)c(O)c2)oc2cc(O)cc(O)c12 (stereo unspecified) | nt | -0.0757 | -0.633 | 0.422 | -0.207 | i | 33.6 | nt | nt | nt | -0.46 | 1003 | nt | nt | 0.2 | 1179 | -4.6% | 2.5 | 731
Cc1cc(N2C(=O)CC(C(C)c3ccccc3)C2=O)no1 (stereo unspecified) | -1.7% | 0.357 | -0.226 | 0.201 | 1.57 | i | 49.1 | 2.8 | 1.4 | 5.7 | nt | nt | i | -5.1 | -0.7 | 1154 | -0.3% | -16.2 | 730
CC1CCCCC1NC(=O)COC(=O)C12CC3CC(CC(Cl)(C3)C1)C2 (stereo unspecified) | -0.4% | 0.957 | -0.306 | 0.292 | -1.31 | i | 23.6 | 2.5 | 2.8 | 4.5 | 0.13 | 1225 | i | -1.2 | -2.6 | 1114 | -9.4% | -6.8 | 659
N#Cc1c(/N=C/N2CCOCC2)sc2c1CCCCC2 | 1.8% | -0.784 | -0.0503 | -0.207 | 0.455 | i | 12.9 | 7.5 | 2.9 | 6.2 | -0.66 | 956 | i | -3.7 | -3.1 | 949 | -9.7% | nt | nt
N#Cc1c(-c2ccccc2)ccn(Cc2ccc(Cl)cc2)c1=O | 1.7% | -0.235 | -0.199 | 0.227 | -0.199 | i | 31.0 | 2.0 | 1.3 | 8.2 | nt | nt | i | -27.0 | nt | nt | 10.4% | nt | nt
Cc1ncsc1C(=O)Nc1nc2c(s1)CCCC2 | -2.1% | -0.138 | -0.201 | 0.135 | -0.182 | i | 53.6 | 3.9 | 2.1 | 12.4 | 0.88 | 998 | i | 17.0 | -0.3 | 1148 | 3.2% | nt | nt
COc1ccccc1C(=O)Nc1ccc2c(c1)nc(CN1CCCCC1)n2C | 1.4% | -0.14 | -0.107 | 0.558 | -0.471 | i | 4.2 | 2.8 | 2.6 | 8.7 | 0.54 | 1668 | i | -13.2 | -2.2 | 985 | 0.6% | 14.4 | 676
Cn1c(=O)n(C)c2cc(NC(=O)C(F)(F)F)ccc21 | -3.5% | -0.214 | -0.26 | -0.417 | 0.691 | i | 47.1 | 2.1 | 1.6 | 4.1 | -0.16 | 1319 | i | -5.6 | nt | nt | -2.4% | -8.1 | 726
CN1C[C@@H]2C(c3ccc(Cl)nc3)C3(c4cccnc4)CC2(C3)[C@H]1c1ccccc1 (stereo partly specified) | nt | -0.165 | -0.558 | -0.109 | -0.432 | i | 12.4 | nt | nt | nt | -0.12 | 971 | nt | nt | 3.2 | 1337 | -1.3% | -7.2 | 694
O=C(c1ccco1)N(Cc1cc2ccccc2[nH]c1=O)C1CCCCC1 | -1.2% | 1.92 | -0.218 | 1.15 | -0.811 | i | 44.0 | 1.2 | 1.3 | 3.3 | -0.56 | 1176 | i | -2.6 | -1.9 | 1051 | 14.2% | -3.7 | 762
COc1cccc(NC(=O)CSc2nc3ccccc3c3nc4ccccc4n23)c1 | -1.2% | 1.05 | -0.0705 | 0.252 | -1.7 | i | 2.7 | 4.7 | 4.8 | 4.1 | nt | nt | i | 11.8 | 1.9 | 944 | 0.6% | 28.3 | 599
Cc1ccc(S(=O)(=O)N2CCCC2C(=O)n2nc(C)cc2C)cc1 (stereo unspecified) | -2.6% | -0.647 | -0.234 | -0.259 | -0.653 | i | 50.9 | 2.1 | 2.1 | 6.4 | 0.15 | 1260 | i | -3.9 | nt | nt | -1.3% | 7.1 | 725
COC(=O)c1c(S(C)(=O)=O)nc(-c2ccccc2)[nH]c1=O | 4.0% | -0.474 | -0.259 | -0.587 | 0.777 | i | 46.8 | 2.1 | 2.7 | 4.5 | 0.3 | 1495 | i | 11.4 | -2.9 | 547 | 4.6% | -0.4 | 618
CC1CCN(C(=O)COc2cccc3c2CCN(C)C3=O)CC1 | nt | 0.792 | 0.234 | 0.491 | -0.7 | i | 59.9 | 4.6 | 2.0 | 12.0 | -0.1 | 1246 | i | -15.2 | -0.6 | 1035 | -4.0% | -1.6 | 691
CCC(CCC(=O)Nc1cccc([N+](=O)[O-])c1)C(=O)O (stereo unspecified) | nt | 0.468 | -0.212 | 0.638 | -0.284 | i | 22.6 | nt | nt | nt | 0.05 | 1054 | nt | nt | -1.5 | 1343 | -0.6% | 3.2 | 777
COc1cccc(CN2C(=O)CCC2(C)C(=O)NC2CCCCC2)c1 (stereo unspecified) | nt | -0.353 | -0.185 | 0.107 | -0.281 | i | 34.6 | 2.0 | 2.5 | 9.6 | nt | nt | i | -5.9 | -2.0 | 1163 | 7.5% | -20.1 | 551
Cc1ccc(S(=O)(=O)N2CCCC2C(=O)O)cc1 (stereo unspecified) | 0.6% | 3.06 | -0.172 | 2.01 | -2.15 | i | 57.7 | 8.9 | 1.9 | 12.7 | 1.12 | 1236 | i | 34.4 | -3.4 | 906 | -5.8% | nt | nt
CN(c1ccccc1)S(=O)(=O)c1cc(C(=O)OCC(=O)N2CCN(C(=O)c3ccco3)CC2)ccc1Cl | 3.4% | -0.716 | -0.284 | -0.119 | 0.693 | i | 17.1 | 11.2 | 1.3 | 10.7 | 0.3 | 1134 | + | -3.6* | -0.1 | 1086 | 0.6% | -7.0 | 706
